# Screening results from PubChem BioAssay.
# GLP-1R inv ag: acts as inverse agonist at human GLP-1 receptor. actives 1.6% (n = 410,000). HEK293 GLP-1R CRE-luciferase, luminescence, 24 h; GLP-1R form is constitutively active. AID 624417. Potency, µM (series often up to 38.3 µM), inactives show top-dose activity change, negative = inhibition, most hits filed as inhibitors; note: potency is the fitted concentration of half-maximal effect; % is set by controls: 0 for no effect and ±100 for the full control effect; nearly all actives have a fitted effect of over 55% in size
# Target sequence (P43220 whole entry, looked up): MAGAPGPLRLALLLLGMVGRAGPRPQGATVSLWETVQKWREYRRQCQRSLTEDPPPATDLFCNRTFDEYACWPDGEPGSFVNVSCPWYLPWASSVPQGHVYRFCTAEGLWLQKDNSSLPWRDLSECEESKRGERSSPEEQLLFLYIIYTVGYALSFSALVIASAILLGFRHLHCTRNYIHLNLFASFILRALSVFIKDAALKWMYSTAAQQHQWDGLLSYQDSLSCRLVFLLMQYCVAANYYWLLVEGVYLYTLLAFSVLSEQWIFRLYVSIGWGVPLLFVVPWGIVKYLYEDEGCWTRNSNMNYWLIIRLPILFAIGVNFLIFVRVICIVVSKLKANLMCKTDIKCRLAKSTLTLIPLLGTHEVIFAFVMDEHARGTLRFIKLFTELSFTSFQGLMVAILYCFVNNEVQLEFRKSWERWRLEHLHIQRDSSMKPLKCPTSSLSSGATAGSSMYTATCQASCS
#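 Constitutively active GLP-1R drives a cAMP-responsive luciferase in stably transfected HEK293 cells; test compounds are added after overnight (12 h) attachment and left 24 hr, and signal loss in luminescence marks inhibition.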
# TDP-43 yeast inh: inhibitors of TDP-43 toxicity in yeast. TDP-43 expressing yeast growth rescue, BacTiter-Glo, 24 h. Potency, µM (doses to about 46.1 µM), inactives show at the top dose growth rescue (activation), actives largely listed as activators. actives 1.8% (n = 410,000). AID 652104; note: potency is the fitted concentration of half-maximal effect; % of control where 0% means no effect; nearly all actives have a fitted effect of over 50% in size
#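 Cell-based yeast growth screen: TDP-43 expression induced in galactose, inoculum OD600=0.02 after raffinose pregrowth to mid-log. Read-out BacTiter-Glo luminescence at 24 hr, 30 deg C; inhibition of toxicity seen as signal increase.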
# Mm-Cpn inhibitor: M. maripaludis TRiC chaperonin inhibition. purified Mm-Cpn ATPase, ADP Transcreener TR-FRET. Potency, µM (highest dose often 76.9 µM), for inactives: at the top dose activity, negative = inhibition, hits mostly inhibitors. actives 0.031% (n = 330,000); note: potency is the fitted concentration of half-maximal effect; % is set by controls: 0 for no effect and ±100 for the full control effect; nearly all actives have a fitted effect of over 80% in size
#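 Eu-cryptate anti-ADP/ADP-d2 competition gives a ratio inversely related to ADP. Enzyme at 25 nM was pre-exposed to compound for 10 min, then given 10 uM ATP for 30 min, 37°C throughout.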
# PTHR1 ag: activates the human parathyroid hormone receptor PTHR1. HEK293 GP2 PTHR1 cells, GloSensor cAMP luminescence, 1 h. actives 0.075% (n = 410,000). AID 743266. Potency, µM (highest dose often 115 µM), inactives show at the top dose activation, most hits filed as activators. Q03431; note: potency is the fitted concentration of half-maximal effect; nearly all actives have a fitted effect of over 55% in size; some results filed as inactive show a strong effect at the top dose; inactives centre near -15; many of its hits are not listed in these tables
# Target sequence (Q03431 whole entry, looked up): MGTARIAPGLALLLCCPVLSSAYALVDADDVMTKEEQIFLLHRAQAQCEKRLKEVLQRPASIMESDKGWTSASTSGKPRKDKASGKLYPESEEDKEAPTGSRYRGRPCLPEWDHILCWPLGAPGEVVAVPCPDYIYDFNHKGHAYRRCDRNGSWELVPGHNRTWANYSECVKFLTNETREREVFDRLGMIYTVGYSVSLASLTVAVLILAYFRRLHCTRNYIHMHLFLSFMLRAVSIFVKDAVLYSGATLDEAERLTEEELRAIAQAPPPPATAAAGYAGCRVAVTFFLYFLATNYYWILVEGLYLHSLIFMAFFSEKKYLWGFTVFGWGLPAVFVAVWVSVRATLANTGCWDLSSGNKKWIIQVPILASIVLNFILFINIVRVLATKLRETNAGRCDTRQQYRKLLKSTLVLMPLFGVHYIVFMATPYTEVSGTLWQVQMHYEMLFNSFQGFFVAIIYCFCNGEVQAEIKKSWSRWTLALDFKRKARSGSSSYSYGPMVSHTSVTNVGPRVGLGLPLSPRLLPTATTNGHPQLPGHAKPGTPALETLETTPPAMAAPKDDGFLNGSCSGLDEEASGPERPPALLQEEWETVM
#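 HEK-293-derived GP2 cells expressing PTHR1 and a GloSensor cAMP reporter, 3,000/well, plated overnight, given luciferin plus IBMX (each 0.5 mM as added) for 1 h at 37 °C, then compound for 1 h at 37 °C. Luminescence was read after 15 min at room temperature.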
# aSyn rescue: rescues yeast growth from alpha-synuclein toxicity; AID 652106; Potency, µM (top dose mostly 46.1 µM), for inactives: at the top dose growth rescue (activation), usual class: activators; actives 0.14% (n = 370,000); Yeast expressing alpha-synuclein, growth rescue, BacTiter-Glo, 24 h; note: potency is the fitted concentration of half-maximal effect; % of control where 0% means no effect; nearly all actives have a fitted effect of over 65% in size
#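 Rescue of yeast growth: cells expressing toxic alpha-synuclein, induced in galactose at OD600 0.02, incubated with compound 24 h at 30 C. ATP luminescence quantified growth; inhibitors of toxicity appear as activators.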
# GLP1R cytotox: cytotoxicity in counter-screen for GLP-1R inverse agonists; HEK293 cAMP-luciferase reporter cells, luminescence, 24 h; Potency, µM (titrated, usually from 38.3 µM), for inactives: at the top dose activity change, negative = inhibition, usual class: inhibitors; actives 0.13% (n = 410,000);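 note: loss of luciferase light is scored as toxicity; potency is the fitted concentration of half-maximal effect; % is set by controls: 0 for no effect and ±100 for the full control effect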
#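 To flag toxic compounds, the library was rerun on cells for 24 hr at 37 deg C and 5% CO2. Viability-linked luminescence was captured 12 min after adding luciferase detection reagent.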
# Abeta yeast res: restores growth of yeast expressing A-beta42 peptide; yeast expressing A-beta42, growth rescue, OD600, 48 h; response scale: 0% DMSO, 100% iron-clioquinol control; Potency, µM (titrated, usually from 46.1 µM), for inactives: top-dose growth rescue, hits mostly activators; actives 0.063% (n = 410,000); AID 1347071; note: potency is the fitted concentration of half-maximal effect; nearly all actives have a fitted effect of over 55% in size
#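 Growth rescue measured by 600 nm absorbance after 48 h yeast culture at 30 C with compound. Values normalized between DMSO and an equimolar ferric chloride plus clioquinol control.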
# FUS suppressor: rescues growth of FUS-expressing yeast | S. cerevisiae FUS-expressing, growth rescue, OD600, 24 h | Potency, µM (titrated, usually from 76.6 µM), without a hit: at the top dose growth rescue (activation), hits mostly activators | actives 0.24% (n = 390,000) | AID 1347120;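 note: potency is the fitted concentration of half-maximal effect; plate controls were DMSO vehicle for no effect and reference control for full effect; nearly all actives have a fitted effect of over 55% in size; some results filed as inactive show a strong effect at the top dose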
#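 Compound concentration series was pinned onto galactose-induced FUS-expressing yeast seeded at OD 0.005. Plates sat 24hr at 30C; absorbance at 600 nm gave growth. DMSO served as background control.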
# Akt phos inh: inhibitors of Akt phosphorylation; Neuro2A IGF-stimulated pAkt S473 HTRF, 20 min; stronger effect = lower value; activity change, % for hits at 50 µM; actives 0.32% (n = 360,000); in the data active = activity change below about -80%; inconclusive = mostly about -51% to -80%; note: % is set by controls: 0 for no effect and ±100 for the full control effect
#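 Neuro2A cells in DMEM with 0.5% FBS, overnight at 37 deg C, given compound at single 50 µM final, then IGF (6 nM final) for 20 min at 37 deg C. Lysed; phospho-Akt Ser473 by HTRF after 24 h, 665/615 ratio.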
# * hit, by the source's call; i = inactive; ? = inconclusive; nt = no result given; [ ] = another dose, or the depositor's remark. Unless noted, calls come from the whole dose curve; as a rule, active = well fitted curve in the direction sought with a large enough effect; inconclusive = small, poorly fitted or top-dose-only effect, or another doubt; inactive = no such curve, though single readings can be large; an effect the other way counts as inactive or inconclusive. These rows are one share of the data. The share of hits here may be higher or lower than overall.
SMILES,GLP-1R inv ag,TDP-43 yeast inh,Mm-Cpn inhibitor,PTHR1 ag,aSyn rescue,GLP1R cytotox,Abeta yeast res,FUS suppressor,Akt phos inh
O=C(CS(=O)(=O)Cc1ccccc1)N1CCN(Cc2ccc3c(c2)OCO3)CC1,?,8.2%,0.9%,-1.8%[57.5 µM],-8.9%,-21.0%,-2.9%,6.4%,i
CC(=O)N1c2ccc(S(=O)(=O)NCCC(=O)NCc3ccc(F)cc3)cc2CC1C (configuration not stated),4.2%,?,1.6%,i,-2.0%,-2.0%,9.6%,0.0%,i
CC(=O)Nc1cccc(/C(C)=N/NC(N)=S)c1,3.7%,-6.6%,1.7%,i,2.4%,-18.4%,-10.3%,3.0%,i
CCNC(=S)N1CCC(Cc2ccccc2)CC1,?,8.6%,-1.6%,-5.1%,-7.7%,-3.6%,?,-7.7%,i
CC(=O)NCCNC(=O)C1Cc2c(-c3cccc(NC(C)=O)c3)ccnc2O1 (configuration not stated),31.7%[activator],17.2%,nt,i,0.4%,-14.0%,-8.5%,-16.0%,i
O=C(CSc1nnc2scc(-c3ccc(Cl)cc3)n12)Nc1ccccc1F,5.1%,14.6%,nt,-2.1%,nt,1.4%,-3.4%,-0.8%,nt
CCOc1ccc(N(CC(=O)NCc2ccccc2)C(=O)CCC(=O)Nc2nccs2)cc1,-6.4%,0.0%,1.6%,-6.4%,-0.1%,9.0%,-12.6%,21.7%,i
Cc1ccc(/C=C/c2onc(C)c2S(=O)(=O)N2CCC(C(=O)N3CCN(C)CC3)CC2)cc1,6.31µM*,3.1%,-2.1%,-19.7%,-5.1%,-30.7%,15.6%,14.8%,i
CN(C)CCCOC(=O)c1ccc(Cl)cc1,-22.8%,6.4%,0.3%,-8.6%[57.5 µM],-1.2%,-13.0%,1.8%,-10.7%,i
Cc1ccnc(N/C=C(\C#N)c2nc(-c3cccc(Br)c3)cs2)c1,29.3%,-20.2%,-9.0%,26.7%[57.5 µM],-16.7%,74.3%[activator],-23.3%,30.7%,nt
O=C(/C=C/c1ccco1)NCCc1ccc(F)cc1,12.8%,6.5%,1.0%,-5.7%,2.6%,1.4%,4.5%,4.5%,i
C=C(C)[C@@H]1CCC2(C(=O)O)CC[C@]3(C)[C@H](CC[C@@H]4[C@@]5(C)CCC(=O)C(C)(C)[C@@H]5CC[C@]43C)[C@@H]12 (some centres not stated),-7.7%,11.4%,-0.2%,i,7.1%,-1.8%,1.6%,-3.3%,i
CC(C)OC(=O)c1cn(-c2ccccc2)nc1-c1ccc2c(c1)OCCO2,0.0%,-17.7%,-4.0%,-12.8%[57.5 µM],-1.3%,45.0%[activator],6.8%,30.3%,i
FC(F)(F)c1nnc2ccc(Cl)nn12,29.9%,-4.0%,1.3%,i,-0.6%,8.3%,-4.0%,22.6%,i
Cc1ccc(C)c(CN2CCCN(Cc3ccc(F)cc3)S2(=O)=O)c1,?,-10.6%,nt,-71.3%[inhibitor],nt,0.8%,1.8%,19.4%,nt
Cc1cc(NC(=O)c2ccc(Cl)cc2)ccc1NC(=O)c1ccccc1Cl,-17.6%,7.4%,2.7%,-32.4%[inhibitor],-11.2%,9.7%,-18.2%,14.5%,i
Cc1ccc(C(=O)N2CCN(C34CC5CC(CC(C5)C3)C4)CC2)o1,-17.4%,0.0%,-2.9%,i,-2.2%,3.7%,-0.3%,17.9%,i
Cc1ccc(-n2nc3cc(C)c(N)cc3n2)cc1,?,21.8%,-3.8%,-24.2%[57.5 µM],0.9%,68.8%[activator],-18.7%,8.1%,i
O=C(c1ccc(Cl)cc1[N+](=O)[O-])N1CCc2ccccc2C1,?,2.6%,-2.0%,i,9.1%,0.4%,-9.2%,6.3%,i
CCN1C(=O)[C@H]2[C@H]3CN=C(SC)N3[C@@](CC)(C(=O)OC)[C@H]2C1=O,14.3%,-18.0%,-0.4%,?,-0.5%,3.1%,-7.0%,-53.0%[inhibitor],i
CCOc1ccc(N2C(=O)Nc3ccccc3C2(O)C(=O)NCc2ccc3c(c2)OCO3)cc1 (configuration not stated),-3.7%,7.5%,-1.6%,i,-2.2%,15.4%,14.5%,2.2%,i
Cc1ccc(-c2nn(-c3ccc(F)cc3)cc2C(=O)N(C)CC(=O)Nc2ccc(N3CCOCC3)cc2)cc1,-4.9%,1.9%,0.1%,i,2.8%,-0.3%,5.9%,18.0%,i
CCOc1ccc(N(CC(=O)Nc2ccc(C)c(C)c2)S(=O)(=O)c2c(C)noc2C)cc1,10µM*,21.8%,-0.9%,i,17.9%,13.8%,2.3%,27.5%,i
CN(C(=O)CSc1nc2cc(Cl)ccc2c(=O)n1Cc1ccco1)C1CCS(=O)(=O)C1 (configuration not stated),-14.2%,-26.7%[0.397 µM],-2.1%,i,0.9%,-8.3%,5.6%,39.9%,i
Cc1cc(Nc2cccc(C(F)(F)F)c2)nc2ccc(NC(=O)c3ccc(=O)[nH]c3)cc12,-19.5%,18.0%,nt,i,nt,-27.9%,3.1%,?,nt
CCCCCCCCNc1nc(Cl)nc(NCc2ccco2)n1,13.9%,-12.1%,0.6%,i,-1.2%,-7.5%,-19.5%,16.4%,i
O=C(COC(=O)/C=C/c1ccc(F)cc1)Nc1ccccc1-c1ccccc1,31.2%[activator],4.8%,-1.1%,-14.1%,-4.9%,-8.1%,9.8%,1.6%,i
Cc1noc(C)c1C(=O)N1CCC2(CC1)Oc1ccc(F)cc1C(=O)C21CC(c2ccc(Cl)cc2)=NO1 (configuration not stated),-6.7%,1.6%,-1.3%,-23.2%,6.4%,-5.4%,0.0%,27.5%,i
CCOC(=O)c1c(-c2ccccc2)oc2ccc(NS(=O)(=O)c3ccc(OC)cc3)cc12,?,11.8%,nt,-45.6%[inhibitor],nt,?,-5.9%,?,nt
Cc1nn(CC(=O)c2cccc(Cl)c2)c(C)c1[N+](=O)[O-],?,?,-8.0%,-15.2%,10.4%,-0.3%,-5.4%,?,i
CN1CCN(S(=O)(=O)c2cc(Cl)c(Cl)cc2Cl)CC1,-16.8%,-22.1%,0.9%,-9.8%,-0.7%,10.3%,-3.4%,-5.1%,i
C[C@H](CO)N1C[C@H](C)[C@@H](CN(C)S(=O)(=O)c2ccc(F)cc2)Oc2ccc(NS(=O)(=O)c3ccccc3)cc2C1=O,42.8%[activator],-16.2%,0.4%,-5.5%,-0.5%,0.5%,-12.9%,?,i
Cc1ccccc1NC(=O)Cn1nnc(S(=O)(=O)c2ccc(C(C)(C)C)cc2)c1N,16.2%,?,0.9%,-24.6%,-4.3%,-10.4%,5.8%,-10.4%,i
CCc1c(C)c(C#N)c2nc3ccccc3n2c1NCc1ccco1,?,26.1%,-7.9%,?,10.1%,191.3%[activator],-15.0%,1.9%,i
COc1ccc2oc(C(=O)Nc3ccccc3N3CCOCC3)c(C)c2c1,32.8%,-13.0%,-6.5%,-10.1%,-0.3%,14.4%,-5.5%,1.9%,i
CSc1ncccc1C(=O)OCC(=O)Nc1ccc(Cl)cn1,11.7%,-8.9%,-2.8%,i,10.9%,-11.1%,-12.8%,nt,i
COc1cc(C(=O)Nc2sc(C(=O)N3CCOCC3)c(C)c2C#N)cc(OC)c1OC,1.8%,0.4%,-3.7%,i,?,-0.1%,-6.4%,14.3%,-106.6%*
CC(=O)N1CCN=C1SCc1cccc(Cl)c1,38.3%[activator],5.7%,2.1%,-22.8%,-6.7%,-0.4%,-7.0%,-30.5%,i
COc1ccc(OCC(=O)NNC(=O)c2ccccc2OCc2c(C)noc2C)cc1,4.2%,10.1%,0.0%,i,0.8%,0.7%,2.1%,-2.4%,i
CCC(=O)N1CCN(c2ccc(NC(=S)NC(=O)c3cc4ccccc4o3)cc2)CC1,22.5%,2.7%,-0.4%,-34.6%[inhibitor],-4.6%,9.7%,4.2%,13.3%,i
CCc1ccc(-c2nc(CS(=O)CC(=O)NC3CCCCCC3)c(C)o2)cc1 (configuration not stated),?,-6.0%,-0.5%,-9.0%,14.7%,-4.9%,10.9%,?,i
COc1ccc(N2C(=O)CC(N(Cc3ccco3)C(=O)CCC(=O)O)C2=O)cc1 (configuration not stated),4.3%,-18.5%,0.8%,-14.5%,-7.1%,7.0%,-9.1%,-28.2%,i
COc1ccccc1N1CCN(S(=O)(=O)CCNC(=O)c2ccco2)CC1,-6.3%,21.0%,nt,i,?,-9.0%,-4.1%,-47.7%,i
CCOC(=O)C(=O)NNc1ccc(C)cc1,?,-11.1%,1.2%,i,2.6%,-26.8%,9.9%,nt,i
CCOC(=O)N1CCN(Cc2ccccc2Cl)CC1,5.5%,-14.9%,nt,i,-5.1%,-18.0%,0.6%,-0.2%,i
CS(=O)(=O)N1CCCC(C(=O)c2cccc(Cl)c2)C1 (configuration not stated),-7.6%,16.4%,0.4%,i,-1.2%,-8.3%,-1.6%,8.0%,i
O=C(NCc1ccco1)NCC(F)(F)F,13.9%,0.0%,0.1%,i,-1.0%,-6.3%,10.7%,-21.3%,i
CC(NC(=O)c1cc(=O)[nH]c2ccccc12)c1ccc(F)cc1F (configuration not stated),0.0%,-12.6%,-1.9%,i,-1.6%,-0.7%,4.4%,13.6%,i
CN1C(=O)[C@@H]2[C@H](C1=O)[C@@H]1C(=O)Nc3ccccc3C(=O)N1[C@@H]2c1ccc(Br)cc1,6.0%,7.3%,-0.3%,i,3.4%,4.5%,4.5%,5.3%,i
